Source: PubChem (several laboratories)
Tb MetRS inh – T. brucei MetRS inhibitors, primary screen, biochemical, luminescence; methionyl-tRNA synthetase (Trypanosoma brucei brucei); purified T. brucei MetRS, ATP depletion, Kinase-Glo luminescence; inhibition, % at 11.9 µM; hit rate 0.4% among 360,000; AID 624268, 2012;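 active means inhibition above a per-plate cutoff of the control wells' mean inhibition plus 3 SD, cut at about 5.5% in these data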;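 further: 0% = DMSO wells median and 100% = median of wells with control inhibitor compound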
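Material – parasite MetRS enzyme · Medium – HEPES-MgCl2-KCl buffer plus DTT, spermine, BSA, pyrophosphatase · Reagent – ATP, methionine and E. coli bulk tRNA substrates · Times – 15 min enzyme-compound preincubation, 2 h reaction, 10 min detection, 25 °C · Measured by – luminescence of leftover ATP · Evaluation – percent inhibition relative to median high and low control wells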
STEP block – STEP phosphatase inhibitors, primary screen, biochemical, fluorescence intensity, uHTS | AID 588621, 2011 | recombinant STEP, OMFP fluorogenic substrate | hit rate 0.25% among 360,000 | inhibition, % at 20 µM | Tyrosine-protein phosphatase non-receptor type 5 (Homo sapiens), P54829;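 active means inhibition at 20 µM, scaled per plate between control wells, above about 37%, limit read from the data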;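 further: 0% = DMSO with enzyme and substrate and 100% = substrate only without enzyme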
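Assay system: isolated STEP enzyme. Buffer or medium: pH 6.0 Bis-Tris with DTT and Tween 20. Also added: fluorogenic phosphatase substrate OMFP at 25 µM final. Dosing: 20 µM, 1% DMSO. Timing: 20 min reaction, room temperature, in the dark. Measured by: fluorescence intensity, excitation 480 nm, emission 540 nm. Evaluation: normalized % inhibition.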
CSN inh – inhibitors of CSN-mediated cullin deneddylation, primary screen, biochemical, fluorescence polarization, uHTS; COP9 signalosome complex subunit 5 (Homo sapiens), Q92905; inhibition, % at 12.5 µM; hit rate 0.38% among 360,000; AID 651999, 2013; Purified CSN, SCF-Nedd8-OG deneddylation;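 active means pattern-corrected inhibition above about 35%, with an unprinted fluorescence ratio check between 0.5 and 1.5, limit read from the data, passing the limit was not always enough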;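 further: 0% = enzyme with substrate and 100% = substrate without enzyme; some results filed as inactive read as strong as hits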
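assay system = purified human Csn5 enzyme expressed in HEK293T cells | amount = 0.24 nM enzyme | buffer or medium = Tris/NaCl/DTT buffer, pH 7.5 | reagent = 10 nM SCFSkp2-Nedd8OG | compound = one concentration, 12.5 µM, 0.25% DMSO | times = 90 min reaction at room temperature | signal = FP | read-out basis = % inhibition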
NadD block – inhibitors of S. aureus NadD, primary screen, biochemical, colorimetric, uHTS; purified NadD enzyme, colorimetric absorbance read-out; inhibition, % at 20 µM; hit rate 0.78% among 360,000; Nicotinate-nucleotide adenylyltransferase NadD (Staphylococcus aureus N315); in the data active means inhibition above about 26%; further: some compounds past the cut are filed as inactive
MsrA inh – bovine MsrA enzyme inhibitors, primary screen, biochemical, absorbance, HTS; Methionine sulfoxide reductase A (Bos taurus); inhibition, % at 15.5 µM; purified bovine MsrA, absorbance read-out; hit rate 0.75% among 360,000; in the data active means inhibition above about 4.5%;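 further: 0% = vehicle wells with enzyme and 100% = reference inhibitor wells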
Rpn11 inh – Rpn11 (PSMD14) deubiquitinase inhibitors, primary screen, biochemical, fluorescence polarization, uHTS; hit rate 0.59% among 360,000; calls only at 20 µM; human 26S proteasome, Ub4-pepOG fluorescence polarization; 20S core pre-blocked with epoxomicin; AID 588493, 2011;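 active means inhibition at 20 µM, scaled to each plate's controls, above about 33%, limit read from the data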
SUMO1-SIM PPI – modulators of SUMO1 protein-protein interactions, primary screen, biochemical, uHTS. Small ubiquitin-related modifier 1 (Homo sapiens), P63165. SUMO1 binding to a labelled peptide, TR-FRET, 1 h. inhibition, % at 20 µM. hit rate 0.33% among 360,000. AID 602429, 2012; in the data active means inhibition above about 37%
LMPTP block – LMPTP phosphatase inhibitors, primary screen, biochemical, fluorescence intensity, uHTS; recombinant LMPTP-A, OMFP fluorogenic substrate; inhibition, % at 20 µM; hit rate 0.22% among 360,000;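 active means compounds that cut the enzyme signal by at least half of the control window in the single-dose screen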;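 further: plate controls were DMSO wells with enzyme plus substrate for no effect and substrate without enzyme for full effect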
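test system = LMPTP-A | amount = 0.625 nM LMPTP-A final | reagent = fluorogenic phosphatase substrate OMFP at 400 µM final | incubation = 50 min at room temperature | benchmarks = no-enzyme low control, uninhibited high control | medium = Bis-Tris pH 6.0, DTT, detergent | signal = fluorescence intensity of OMFP turnover product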
DNMT1 block – human DNMT1 methyltransferase inhibitors, primary screen, biochemical, molecular beacon, fluorescence, HinP1I cleavage, uHTS | DNA (cytosine-5)-methyltransferase 1 (Homo sapiens), P26358 | inhibition (reported as % activation of signal), % at 10 µM | hit rate 0.83% among 360,000 | AID 588458, 2011; in the data active means inhibition above about 50%
Target sequence (P26358 504-1616 limits assumed): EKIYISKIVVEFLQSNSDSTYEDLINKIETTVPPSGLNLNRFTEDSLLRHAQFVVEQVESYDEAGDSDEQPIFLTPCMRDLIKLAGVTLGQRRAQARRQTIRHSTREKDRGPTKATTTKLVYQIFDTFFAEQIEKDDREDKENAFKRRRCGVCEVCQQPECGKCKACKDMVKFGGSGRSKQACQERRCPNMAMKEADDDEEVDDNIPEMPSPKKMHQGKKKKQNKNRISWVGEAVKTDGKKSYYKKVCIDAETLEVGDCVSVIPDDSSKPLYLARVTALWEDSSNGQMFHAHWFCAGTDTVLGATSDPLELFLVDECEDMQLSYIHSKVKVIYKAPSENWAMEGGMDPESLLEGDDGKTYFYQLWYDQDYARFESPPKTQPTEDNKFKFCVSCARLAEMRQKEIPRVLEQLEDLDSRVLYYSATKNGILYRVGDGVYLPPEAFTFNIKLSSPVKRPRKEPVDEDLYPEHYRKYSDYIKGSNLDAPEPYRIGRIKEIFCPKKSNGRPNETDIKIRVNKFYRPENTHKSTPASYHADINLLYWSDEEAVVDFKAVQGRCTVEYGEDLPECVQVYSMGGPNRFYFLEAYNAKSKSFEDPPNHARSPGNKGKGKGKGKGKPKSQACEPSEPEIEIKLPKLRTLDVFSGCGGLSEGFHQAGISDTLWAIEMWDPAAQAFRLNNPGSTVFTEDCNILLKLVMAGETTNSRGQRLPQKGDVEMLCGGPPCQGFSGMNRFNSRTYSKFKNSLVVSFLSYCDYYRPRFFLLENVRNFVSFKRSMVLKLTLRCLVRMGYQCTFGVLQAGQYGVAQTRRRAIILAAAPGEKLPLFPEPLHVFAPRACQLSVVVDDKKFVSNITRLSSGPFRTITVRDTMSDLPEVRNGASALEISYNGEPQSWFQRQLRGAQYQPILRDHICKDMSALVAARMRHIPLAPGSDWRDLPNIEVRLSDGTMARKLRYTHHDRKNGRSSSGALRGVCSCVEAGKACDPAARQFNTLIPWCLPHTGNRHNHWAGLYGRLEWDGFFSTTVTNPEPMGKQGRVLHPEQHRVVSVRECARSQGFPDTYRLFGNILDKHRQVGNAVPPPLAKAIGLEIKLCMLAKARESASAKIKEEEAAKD
Scp1 inh – Scp-1 phosphatase inhibitors, primary screen, biochemical, colorimetric, uHTS; Carboxy-terminal domain RNA polymerase II polypeptide A small phosphatase 1 (Homo …; Recombinant Scp1, phosphopeptide, malachite green phosphate absorbance; inhibition, % at 20 µM; hit rate 0.88% among 340,000; AID 493091, 2011;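 active means inhibition above about 50% at 20 µM, limit read from the data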;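 further: plate controls were DMSO wells with enzyme for no effect and wells lacking enzyme for full effect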
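Test system: SCP-1 catalytic domain; Buffer or medium: Acidic Tris acetate buffer with magnesium and detergent; Also added: Phosphorylated 17-residue peptide substrate; Compound: single 20 µM dose, 1% DMSO; Schedule: enzyme reaction 45 min at room temperature, colour 5 min, stabilisation 30 min; Signal: Phosphate-binding colour reagent, absorbance read at 630 nm.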
Starred values were filed as active, the others as inactive; i = inactive; . = not tested or not shown. An unsorted share of the library; 3.9% or so of the library scored in one or more.

SMILES	Tb MetRS inh	STEP block	CSN inh	NadD block	MsrA inh	Rpn11 inh	SUMO1-SIM PPI	LMPTP block	DNMT1 block	Scp1 inh
COc1ccc(CCNC(=O)Cc2cc(OC)c(OC)cc2Br)cc1OC	-0.4	1.8	-16.6	0.0	-0.4	i	1.7	-1.5	1.3	-4.2
Cn1c(N)cc(=O)n(Cc2ccccc2)c1=O	0.2	10.9	-5.1	1.5	-0.7	i	2.2	-0.1	2.8	-5.6
CCCCn1c(N)c(N(CC(C)C)C(=O)c2ccc(-c3ccc([N+](=O)[O-])cc3)o2)c(=O)[nH]c1=O	-0.3	-4.0	-2.0	7.5	2.0	i	-19.7	-2.5	0.6	-1.1
COc1ccc(CC2(C)OC(c3ccc(C)c([N+](=O)[O-])c3)=NN2C(C)=O)cc1 (configuration not stated)	0.2	1.4	2.0	-6.3	-0.9	i	-7.8	2.7	-2.9	-10.8
O=C(CSc1nc2ccccc2o1)Nc1ccc(Cl)cc1	2.0	-3.7	-0.5	-5.1	-1.2	i	-2.2	1.5	-2.4	-20.1
CCOC(=O)c1ccccc1N1C(=O)C2Sc3[nH]c(=O)sc3C(/C=C/c3ccccc3)C2C1=O (configuration not stated)	0.3	1.0	5.3	42.2*	-0.3	i	-5.9	2.0	-27.9	-12.8
O=C(O)C1CCCN(C(=O)c2cccc3ccccc23)C1 (configuration not stated)	-0.9	-0.3	0.5	13.4	-1.8	i	-3.3	0.2	1.3	-3.8
Cc1c(Cl)cnc(NC(=O)COC(=O)CNC(=O)c2ccccc2)c1Cl	-0.5	-0.1	6.2	2.4	1.2	i	9.6	0.4	18.8	24.5
CCc1ccccc1NC(=O)C1CCCN(c2ncnc3onc(-c4ccc(F)cc4)c23)C1 (configuration not stated)	0.9	0.6	4.8	4.2	1.0	i	3.4	-0.6	-0.3	-5.1
Cc1ccc(S(=O)(=O)N(C)CCCC(=O)Nc2ccncc2)cc1	-0.1	-0.9	-4.4	1.8	-0.5	i	1.7	1.0	-0.8	28.5
O=C(c1cc(COc2c(F)cccc2F)on1)N1CCN(C2CCCCC2)C(=O)C1	-0.3	0.2	-0.5	-5.7	-0.4	i	-0.1	-0.2	-1.6	-7.5
Cc1c2cnn(CC(=O)NCCCN3CCCCC3C)c(=O)c2c(C)n1Cc1ccccc1 (configuration not stated)	0.3	-2.4	6.7	10.5	-0.6	i	-37.0	6.4	-8.2	-8.4
CN(CC(=O)NCc1cccs1)CC(=O)Nc1ccc(F)c(F)c1F	0.9	-2.5	8.0	2.0	0.2	i	-2.0	-7.2	-0.8	-7.1
CCc1noc(C)c1C(=O)Nc1nc(-c2cccs2)cs1	-0.3	0.9	-2.0	1.1	0.7	i	-1.5	0.9	0.3	-6.9
O=C1C(=O)c2c(ccc3ccccc23)-c2ccccc21	0.2	15.9	40.1*	6.0	-0.4	i	60.9*	43.2	108.1*	101.4*
O=C(N/N=C/c1cccs1)c1ccc(-n2cccc2)cc1	-0.3	0.2	2.9	6.2	2.1	i	-7.6	-0.8	-12.9	6.5
O=S1(=O)N=C(N/N=C/c2ccco2)c2ccccc21	-0.4	-1.3	0.7	-1.0	3.2	i	1.3	-0.9	0.0	-6.5
NS(=O)(=O)c1cccc(NC(=S)NC(=O)c2cccc([N+](=O)[O-])c2)c1	-0.8	0.8	-4.1	-10.2	0.9	i	-18.4	1.7	-2.3	-6.1
CN(CC(=O)Nc1ccccc1Br)C(=O)CNC(=O)c1cccs1	-0.4	-0.8	-0.2	-4.0	1.4	i	1.5	-1.1	-0.4	-4.3
CCN(CC(=O)Nc1ccc2c(c1)OCCO2)S(=O)(=O)c1ccc(F)cc1	-0.3	-1.6	-2.0	-7.2	-1.9	i	3.7	-0.7	-0.9	-5.2
O=C(Cn1cc(C(=O)C2CCCCC2)c2ccccc21)NCC1CCCO1 (configuration not stated)	-0.3	-1.4	-4.2	-4.0	-0.9	i	-2.7	-1.4	-0.7	-6.1
CCOCCCNCc1cc(Br)ccc1OCc1ccccc1	-0.8	2.5	-11.9	-0.2	-0.6	i	-0.4	-2.2	4.1	1.5
NC(=S)N/N=C/c1ccccc1OCc1cccc(Cl)c1	-1.1	-2.4	-0.1	1.1	.	i	-6.3	2.2	-10.7	13.1
Cc1ccc(NC(=S)N(Cc2cccs2)Cc2cc3cccc(C)c3[nH]c2=O)cc1	-0.5	-0.9	-9.6	13.9	-0.4	i	-1.1	0.4	-5.4	-11.7
CC1CC(=O)C2=C(C1)Nc1ncnn1C2c1ccccc1 (configuration not stated)	-1.7	-3.2	-6.5	2.6	-0.3	i	2.7	-0.6	2.3	-11.5
CS(=O)(=O)Nc1ccccc1C(=O)NCc1ccccc1Cl	-0.4	-0.2	-6.6	-1.6	1.1	i	0.8	-2.9	-1.4	-2.7
O=C(c1cccc(F)c1)N1CCN(c2ccc([N+](=O)[O-])c3cccnc23)CC1	-1.2	-4.1	-8.4	-5.3	0.7	i	-25.5	0.6	-0.2	1.4
Cc1cc(C(=O)Nc2c(F)cc(F)cc2Br)c(C)o1	-1.4	-0.3	0.7	2.3	-1.8	i	-0.3	-1.3	0.2	-7.0
O=C(Nc1ccc(NC(=O)c2cccnc2Cl)cc1)c1cccc(Cl)c1	0.0	-0.9	2.7	-4.1	1.5	i	7.2	-1.1	-2.6	-5.5
COc1ccc(-c2nc(CN3CCN(Cc4cccc(Cl)c4)CC3)c(C)o2)cc1	-1.1	-2.8	0.1	-4.3	-0.3	i	3.7	0.7	-5.7	-6.5
COC(=O)C1=C(C)NC(=O)CC1c1ccc(C(=O)OC)cc1 (configuration not stated)	0.6	-1.6	-4.1	-1.0	-1.0	i	1.0	0.5	0.3	1.0
Cc1ccc(-c2ccc(/C=N/NC(=O)CN3CCOCC3)o2)cc1[N+](=O)[O-]	-0.7	3.0	4.0	0.0	1.5	i	-16.0	0.1	-16.6	-3.5
O=C(CNc1ccc(Br)cc1)Nc1cccc(S(=O)(=O)N2CCCC2)c1	0.4	0.4	0.9	5.8	-0.1	i	4.8	1.2	-17.9	-2.4
O=C(O)c1cn(-c2ccc(F)c(F)c2)c2c(F)c(F)c(F)c(F)c2c1=O	-0.2	3.1	-1.1	3.3	0.2	i	2.5	-1.7	-2.4	-6.8
CC(C)Cn1c(N)c(C(=O)COC(=O)c2ccc(F)cc2)c(=O)n(C)c1=O	0.5	7.4	-1.4	1.6	0.2	i	2.1	0.2	-4.5	-7.5
CNC(=O)CSc1nc2ccccc2c(=O)n1-c1cc(OC)ccc1OC	-0.7	-3.6	2.3	0.6	0.3	i	2.9	1.0	-2.5	-4.3
COc1cc(OC)c(OC)cc1/C=N/NC(=O)c1ccc(=O)n(C)c1	-0.7	1.0	-8.8	-0.2	10.0*	i	-13.4	-0.7	-3.3	2.5
COc1cccc(-c2nc(-c3ccc(Br)o3)no2)c1	-0.4	1.4	5.5	-6.2	0.9	i	-0.9	2.8	2.9	14.8
CCCc1c(Cc2cccc(F)c2)ncn1Cc1cccc(-c2ccccc2)c1	0.1	.	-2.7	.	1.3	.	2.0	4.5	.	.
Cc1ccccc1CSCCNC(=O)Nc1ccccc1	5.3	-0.5	0.8	-2.9	-0.6	i	-4.7	0.3	3.1	-2.8
CC(NC(=O)c1ccco1)C(c1cccs1)N1CCN(c2ccccc2)CC1 (configuration not stated)	-0.1	2.2	0.7	1.1	-0.4	i	4.2	-0.8	0.4	-14.0
CC(=O)c1ccc(N2CCN(C(=O)c3ccc(Cl)c(NC4=NC5CS(=O)(=O)CC5S4)c3)CC2)cc1 (configuration not stated)	-0.1	-2.0	4.0	-5.5	4.2	i	6.2	-2.6	1.3	-6.2
CN(CC(=O)NCc1ccccc1)Cc1ccc(Cl)cc1	-0.9	-0.3	1.3	-9.5	0.3	i	7.5	0.4	0.1	2.2
Cn1c(=NC(=O)C2=NNC(=O)CC2)sc2ccccc21	0.7	0.0	2.5	1.9	3.7	i	0.9	-0.6	0.6	-4.7
O=C(O)c1ccc(-c2nc(-c3ccccc3)c(-c3cccs3)[nH]2)cc1	-0.3	-3.6	1.2	-5.7	-0.4	i	13.4	-0.3	0.2	-15.5
Clc1ccc(-c2noc(CN3CCN(c4ccccc4)CC3)n2)cc1	-0.2	0.5	-1.0	-2.2	0.7	i	-3.6	-1.1	-4.8	-9.6
O=C(Nc1ccc2c3c(cccc13)CC2)c1ccc(Br)o1	-0.1	-3.0	-1.0	-5.5	1.7	i	-3.1	3.3	-1.2	5.7
CN(C)S(=O)(=O)c1ccc2c(c1)Cc1cc(S(=O)(=O)N(C)C)ccc1-2	0.0	2.3	0.9	-4.6	0.4	i	4.6	0.7	0.6	-12.3

Grouped by structure, the compounds so far containing an aryl thioether with sulfur outside any ring
SMILES	Tb MetRS inh	STEP block	CSN inh	NadD block	MsrA inh	Rpn11 inh	SUMO1-SIM PPI	LMPTP block	DNMT1 block	Scp1 inh
O=C(CSc1nc2ccccc2o1)Nc1ccc(Cl)cc1	2.0	-3.7	-0.5	-5.1	-1.2	i	-2.2	1.5	-2.4	-20.1
CNC(=O)CSc1nc2ccccc2c(=O)n1-c1cc(OC)ccc1OC	-0.7	-3.6	2.3	0.6	0.3	i	2.9	1.0	-2.5	-4.3
